# Bioassay records: PubChem, Sanford-Burnham Center for Chemical Genomics
# SENP1 inh: human SENP1 catalytic domain inhibitors, primary screen, biochemical, FRET, uHTS; Sentrin-specific protease 1 (Homo sapiens), Q9P0U3; recombinant SENP1 catalytic domain, CyPet-SUMO1-YPet FRET cleavage; inhibition, % at 10 µM; hit rate 0.21% among 360,000;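 active means inhibition at least 30% at 10 µM, raw YFP signal under a set limit, fluorescence ratio 0.5 to 1.5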;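 further: 0% = enzyme with DMSO and 100% = no enzyme wells; some results filed as inactive read as strong as hits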
# Target sequence (Q9P0U3 419-644 limits assumed): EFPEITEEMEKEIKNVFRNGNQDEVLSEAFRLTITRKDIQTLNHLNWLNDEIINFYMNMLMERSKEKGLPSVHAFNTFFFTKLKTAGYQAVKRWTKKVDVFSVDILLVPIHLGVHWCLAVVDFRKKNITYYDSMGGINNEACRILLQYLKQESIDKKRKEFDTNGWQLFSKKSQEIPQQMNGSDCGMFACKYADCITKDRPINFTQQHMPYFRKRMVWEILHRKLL
#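 Controls: no-enzyme wells low, DMSO-plus-enzyme wells high control. Test system: human recombinant His6-tagged SENP1 catalytic domain enzyme. Reagent: SFCypet-SUMO1-SFYpet FRET protein substrate, 25 nM final. Doses: one dose per compound, 10 µM, 0.5% DMSO. Detection: FRET, CFP and YFP emission. Timing: 50 min reaction at room temperature.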
# SENP8 block-1: SENP8 protease inhibitors, primary screen, biochemical, luminescence | Sentrin-specific protease 8 (Homo sapiens), Q96LD8 | purified SENP8, Z-RLRGG-aminoluciferin cleavage | inhibition, % at 10 µM | hit rate 1.2% among 330,000 | AID 2540, 2010; in the data active means inhibition above about 50%
# Target sequence (Q96LD8 whole entry, looked up): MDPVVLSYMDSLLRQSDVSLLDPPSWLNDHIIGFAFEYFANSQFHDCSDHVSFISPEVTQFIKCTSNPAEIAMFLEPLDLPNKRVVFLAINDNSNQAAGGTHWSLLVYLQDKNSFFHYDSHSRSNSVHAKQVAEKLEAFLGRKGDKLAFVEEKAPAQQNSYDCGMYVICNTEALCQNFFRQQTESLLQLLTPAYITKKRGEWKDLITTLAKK
# SENP7 inh: SENP7 protease inhibitors, primary screen, biochemical, luminescence, uHTS. AID 434973, 2010. hit rate 1.5% among 330,000. recombinant SENP7, Z-RLRGG-aminoluciferin luminescence, 40 min. inhibition, % at 5 µM;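 active means inhibition above about 50% at the single test dose, limit read from the data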;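 further: plate controls were DMSO with enzyme for no effect and no enzyme buffer wells for full effect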
# Target sequence (Q9BQF6 706-1050 limits assumed): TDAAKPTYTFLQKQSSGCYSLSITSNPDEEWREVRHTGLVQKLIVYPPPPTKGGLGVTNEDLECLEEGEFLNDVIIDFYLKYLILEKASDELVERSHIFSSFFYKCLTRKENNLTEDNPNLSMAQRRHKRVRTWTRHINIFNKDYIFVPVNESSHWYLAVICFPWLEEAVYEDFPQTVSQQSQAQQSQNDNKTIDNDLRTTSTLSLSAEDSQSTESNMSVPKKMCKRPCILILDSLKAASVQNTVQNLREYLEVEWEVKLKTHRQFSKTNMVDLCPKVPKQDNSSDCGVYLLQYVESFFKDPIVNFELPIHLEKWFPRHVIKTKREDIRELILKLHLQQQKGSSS
# A3G deaminase: APOBEC3G DNA deaminase inhibitors, primary screen, biochemical, fluorescence, single-stranded DNA substrate, uHTS; DNA dC->dU-editing enzyme APOBEC-3G (Homo sapiens), Q9HC16; recombinant A3G, ssDNA deamination FAM/TAMRA fluorescence; hit rate 0.28% among 330,000; inhibition, % at 20 µM;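 active means inhibition of at least 40% at 20 µM, with no more than 30% in the related APOBEC3A deaminase screen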;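 further: plate controls were DMSO wells with A3G for no effect and wells lacking A3G enzyme for full effect; some compounds called inactive have numbers as strong as hits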
# SENP6 block: SENP6 protease inhibitors, primary screen, biochemical, luminescence, uHTS. hit rate 1.8% among 330,000. inhibition, % at 10 µM. Recombinant SENP6 catalytic domain, aminoluciferin luminescence. Sentrin-specific protease 6 (Homo sapiens), Q9GZR1;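 active means inhibition above about 50% at the single tested dose, limit read from the data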;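 further: plate controls were DMSO wells with enzyme for no effect and DMSO wells lacking enzyme for full effect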
# SENP8 block-2: human SENP8 protease inhibitors, primary screen, biochemical, fluorescence, Nedd8 protein substrate, uHTS | Sentrin-specific protease 8 (Homo sapiens), Q96LD8 | recombinant SENP8 | inhibition, % at 20 µM | hit rate 0.64% among 360,000 | AID 602440, 2012; in the data active means inhibition mostly above about 40%, no sharp cut-off; inactive means mostly below about 27%
# Apaf1 inhib: inhibitors of human Apaf-1 apoptosome, primary screen, biochemical, DEVD-Rh110 fluorescence, uHTS | AID 489030, 2010 | inhibition, % at 20 µM | Apoptotic protease-activating factor 1 (Homo sapiens), O14727 | hit rate 0.71% among 330,000 | reconstituted apoptosome caspase-3 activity; active means inhibition of at least 40% at 20 µM;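 further: plate controls were DMSO wells for no effect and DEVD-CHO caspase inhibitor wells for full effect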
#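 Material: biochemical Apaf-1 apoptosome reconstitution. Medium: Hepes buffer, pH 7.5. Also added: cytochrome c activation, bis-DEVD rhodamine 110 substrate. Timing: 30 min compound preincubation, 50 min activation, room temperature. Measured by: rhodamine 110 fluorescence at Ex 480/Em 540 nm.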
# UBC13 polyUb: UBC13 polyubiquitin chain formation inhibitors, primary screen, biochemical, TR-FRET, uHTS | Ubiquitin-conjugating enzyme E2 N (Homo sapiens), P61088 | inhibition, % at 20 µM | hit rate 0.47% among 330,000; in the data active means inhibition above about 45%, passing the limit was not always enough
# Target sequence (P61088 whole entry, looked up): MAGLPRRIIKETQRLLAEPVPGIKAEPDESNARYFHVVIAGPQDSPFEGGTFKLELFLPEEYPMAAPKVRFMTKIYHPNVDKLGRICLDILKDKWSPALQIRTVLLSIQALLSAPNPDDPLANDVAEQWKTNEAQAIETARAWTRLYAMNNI
# * hit, by the source's call; i = inactive.
SMILES,SENP1 inh,SENP8 block-1,SENP7 inh,A3G deaminase,SENP6 block,SENP8 block-2,Apaf1 inhib,UBC13 polyUb
CCn1nc(C(=O)OCc2c(C)noc2C)c2ccccc2c1=O,-1,1,3,-1,15,24,-1,5
COc1ccc2ccccc2c1CNC(=O)CC1C(=O)NCCN1CC(C)C (stereo unspecified),-20,-6,-3,-2,-10,-49,15,-1
COc1ccc(N(C(=O)c2ccco2)C(C(=O)NC2CCCC2)c2cccs2)cc1 (stereo unspecified),-1,5,5,-7,-3,5,10,4
CNC(=S)Nc1ccc([N+](=O)[O-])cc1C,0,6,0,-6,-3,1,-3,3
Cc1cccc(NC(=O)NC(=S)NC(=O)c2ccccc2)c1,1,-2,-3,-10,-7,17,2,2
O=C(c1cnn(Cc2ccccc2)c1)N1CCN(S(=O)(=O)/C=C/c2ccccc2)CC1,3,-13,-6,-7,3,26,26,-44
CCc1nnc(SCc2ccc(OC(C)C)cc2)n1N,4,-7,4,-6,2,22,-9,-2
Cc1ccc(NC(=O)c2ccc(S(=O)(=O)N3CCC(C)CC3)cc2)cc1,3,9,1,-4,4,14,-3,4
Cc1cc(C)nc(NC(=O)c2ccccc2O)n1,-2,-4,2,-9,-3,-132,-1,4
COc1ccc(C2=NOC(C(=O)NCc3ccc(F)cc3)C2)cc1 (stereo unspecified),1,2,-4,-6,14,13,-16,8
COc1cc(OC)c2c(c1)O/C(=C\c1ccccc1)C2=O,-12,57*,54*,-4,68*,-397,7,7
Nc1nnc(SCC(=O)OCC(=O)c2ccccc2)s1,10,-11,-2,-7,-17,2,-2,-12
COc1cc(OC)cc(C(=O)Nc2ccc3c(c2)COC3=O)c1,-2,15,8,-1,21,27,-11,5
CCOC(=O)c1c(C)[nH]c(C)c1S(=O)(=O)N1CCOCC1,0,5,-5,-4,-13,11,-4,2
Cc1cccc(OCC(=O)Nc2ccc3c(c2)nc(CCN2CCCCC2)n3C)c1,3,10,4,-4,7,9,24,5
CC(=O)c1ccc(N2CCN(S(=O)(=O)c3ccc4c(c3)CC(=O)N4C)CC2)cc1,-1,3,-4,3,-10,-227,11,-10
O=C(CN1C(=O)NC2(CCCC2)C1=O)Oc1ccc2ccc(=O)oc2c1,-54,-15,-10,-8,-17,i,12,17
Cc1cc2ncn(-c3nnnn3-c3ccccc3)c2cc1C,1,-4,-3,3,5,28,11,7
Cc1cc2cc(C)c3nnc(SCC(=O)Nc4ccc(S(=O)(=O)N5CCCCC5C)cc4)n3c2cc1C (stereo unspecified),1,-2,-2,-4,-3,-10,5,7
O=C(OCC(=O)N1CCCC1)c1cc(F)c(F)cc1Cl,1,7,7,-8,-2,6,3,3
CN(C)S(=O)(=O)c1ccc(C(=O)Nc2ccn(C)n2)cc1,1,7,3,3,-17,-4,-1,7
CCCn1c(C)cc(C(=O)CN2C(=O)c3cccc(N)c3C2=O)c1C,-18,-7,-6,-7,-6,-476,18,7
Cc1cccn2c(=O)nc(SCC(=O)Nc3cccc4ccccc34)nc12,-1,-8,-7,-8,-22,2,3,-12
COc1ccc(OC)c(N(C(=O)c2snc(C(N)=O)c2N)C(C(=O)NCC2CCCO2)c2ccc3ncccc3c2)c1 (stereo unspecified),-8,-11,-5,-11,-16,-294,1,2
NC(=O)Cn1c(=O)n(Cc2ccccc2)c(=O)c2cccnc21,1,-12,3,-7,6,-46,-4,6
CC1CCN(Cc2c(C(=O)N/N=C/c3ccc(C(C)C)cc3)nnn2-c2nonc2N)CC1,2,-9,-9,3,-28,3,15,-17
CCOc1ccc(NC(=O)c2cc(S(=O)(=O)N3CCOCC3)cn2C)cc1,1,-8,-17,-7,-2,14,5,-13
C=CCNc1ncnc2c1[nH]c1ccc(Cl)cc12,-11,-2,0,-7,-3,-223,1,22
O=C(c1ccc(Cl)s1)N1CCN(c2ncccn2)CC1,2,1,1,8,-20,6,-24,9
O=C1C=C(c2ccc(-c3ccccc3)c(F)c2)C[C@@H](c2ccc3c(c2)OCO3)C1,-1,-1,-3,-4,1,-24,1,5
CCOC(=O)N1CCN(C(=O)c2ccc3c(SCC(=O)O)c4c(nc3c2)CCCC4)CC1,-31,2,3,-11,-8,-20,1,-20
COc1cc(/C=N/NC(=O)c2c(-c3ccccc3)noc2C)ccc1O,3,-14,7,-4,-8,3,10,-8
CCOc1ccccc1C1CC(=O)Nc2cc3c(cc21)OCO3 (stereo unspecified),1,-2,-3,-9,-12,7,4,-3
O=C(Nc1ccc2oc(-c3ccccc3F)nc2c1)c1ccc([N+](=O)[O-])o1,5,10,6,34,17,16,2,-2
COc1ccc(-c2nc(CS(=O)(=O)CC(=O)NCCc3cc(OC)ccc3OC)c(C)o2)cc1,1,-4,-2,-10,-8,0,10,4
COCC(C)n1c(SCC(=O)N2CC(=O)Nc3ccccc32)nc2ccccc2c1=O (stereo unspecified),-6,-3,6,-9,12,-7,3,0
CC(C)(C)C(=O)NCCN1C(=O)S/C(=C\c2ccc([N+](=O)[O-])cc2)C1=O,2,-5,-2,-5,-1,7,2,-21
Cn1c(SCC(=O)N2c3ccccc3Sc3ccccc32)nc2ccccc21,0,-2,1,-9,-3,2,12,22
CCN(C(=O)CSc1nnc(-c2ccncc2)n1Cc1ccccc1)C1CCS(=O)(=O)C1 (stereo unspecified),1,1,-2,-12,2,-5,-3,12
COc1ccc(/C=C/CN2CCCC(C(=O)c3ccc(OC)c(F)c3)C2)cc1 (stereo unspecified),-2,5,-4,-3,8,8,5,5

# Full records as entered above:
# COc1cc(/C=N/NC(=O)c2c(-c3ccccc3)noc2C)ccc1O is listed with SENP1 inh: 3; SENP8 block-1: -14; SENP7 inh: 7; A3G deaminase: -4; SENP6 block: -8; SENP8 block-2: 3; Apaf1 inhib: 10; UBC13 polyUb: -8
# CC(C)(C)C(=O)NCCN1C(=O)S/C(=C\c2ccc([N+](=O)[O-])cc2)C1=O is listed with SENP1 inh: 2; SENP8 block-1: -5; SENP7 inh: -2; A3G deaminase: -5; SENP6 block: -1; SENP8 block-2: 7; Apaf1 inhib: 2; UBC13 polyUb: -21

# Structures above printed as active in SENP7 inh.
compound | SENP1 inh | SENP7 inh | A3G deaminase | SENP6 block | UBC13 polyUb
COc1cc(OC)c2c(c1)O/C(=C\c1ccccc1)C2=O | -12 | 54* | -4 | 68* | 7

# Remaining list, next part.
SMILES,SENP1 inh,SENP8 block-1,SENP7 inh,A3G deaminase,SENP6 block,SENP8 block-2,Apaf1 inhib,UBC13 polyUb
Oc1c(C(c2ccccn2)N2CCOCC2)ccc2cccnc12 (stereo unspecified),0,7,-3,-7,-14,20,-9,-14
CCN(CCO)c1ncnc2c1sc1nc(C(C)C)c3c(c12)CC(C)(C)OC3,-3,6,2,-7,12,-302,10,14
O=C(CSc1nnc(-c2ccccc2)n1CC1CCCO1)N1CCCC1 (stereo unspecified),1,15,1,-3,13,16,-5,6
CCc1nn(CC(=O)NCCc2ccc(OC)cc2OC)c(=O)c2cc3occc3n12,0,-3,-4,-6,5,15,-7,5
COc1ccccc1N1CCN(CC(=O)c2ccc3ccn(C(C)=O)c3c2)CC1,-13,10,3,-7,15,-88,-4,-20
CCC(C)(C)n1nnnc1C(c1ccccc1)N1CCN(C2CCCC2)CC1 (stereo unspecified),-1,-9,-9,-7,0,16,14,-3
COc1cc(-c2nc3ccccc3s2)ccc1O,-171,94*,89*,5,94*,-272,8,-30
c1cncc(COC2CCCN(Cc3nc(-c4cccs4)no3)C2)c1 (stereo unspecified),0,-2,-8,-5,-11,25,-17,0
CCOC(=O)c1c(NC(=O)CN2C(=O)NC(C)(c3ccc(OC(F)F)cc3)C2=O)sc(C)c1C (stereo unspecified),1,-8,-5,-4,-10,-18,18,-16
C=CCN1C(=O)/C(=C2/Sc3ccc(OC)cc3N2C)SC1=Nc1ccccc1,-73,-8,-1,-3,-65,-108,7,3
COC(=O)c1cc(C)sc1NC(=O)CCc1ccccc1,2,-3,8,-7,-7,6,15,-1
O=C(Nc1ccc(C(=O)N2CCOCC2)cc1)c1cc(-c2cccnc2)nc2ccc(Cl)cc12,1,-1,-5,-6,-8,12,-1,11
CN(Cc1ccc(F)cc1)S(=O)(=O)c1nnc(NC(=O)c2ccccc2Br)s1,2,16,-1,-2,20,-7,4,2
COc1cccc(NC(=O)C2C3CC4OC(=O)C2C4C3)c1 (stereo unspecified),2,-1,-11,-9,-15,12,-12,1
Cc1ccc(Oc2ccccc2NC(=O)CN2C(=O)NC3(CCCC3)C2=O)cc1,0,-6,-15,-5,-3,6,14,-4
CCn1c(-c2ccccc2)ccc(C#N)c1=O,-2,-1,2,-6,5,-14,17,-5
CCN(CC)Cc1nc2c(c(=O)[nH]1)C1(CCCCC1)Cc1ccccc1-2,-5,5,7,-3,8,-5,14,8
CC(C)NC(=O)N(C)C[C@H]1Oc2c(NC(=O)C3CC3)cccc2C(=O)N([C@H](C)CO)C[C@@H]1C,1,2,11,-1,8,2,9,2
CCOC(=O)c1ccc(CNC(=O)Cn2nnc(-c3ccc(C)cc3)n2)o1,-4,9,7,-3,5,12,-4,2
COC(=O)Cc1ccc(OC(=O)c2cccc(S(=O)(=O)N3CCN(C)CC3)c2)cc1,1,7,-3,-9,16,2,5,-2
CC(=O)N1CCN(C(=S)NC(=O)C23CC4CC(CC(C4)C2)C3)CC1,3,-3,3,-7,2,12,48*,-6
O=C(O)c1ccc(CNCc2cccc(Cl)c2Cl)cc1,-1,-5,-7,-7,-6,10,-1,6
CCC1(CC)NC(=O)N(CC(=O)Nc2ccc(C)cc2C)C1=O,1,-8,-8,-7,-14,10,-4,-14
NC(=O)c1ccc(NC(=O)CSc2cn(CC(=O)N3CCOCC3)c3ccccc23)cc1,-1,-5,-2,-3,-15,22,-6,-8
COc1ccc(NC(=O)CSc2nnnn2C2CC3C=CC2C3)cc1 (stereo unspecified),2,-15,-1,-8,-9,9,-1,7
CC(C)OCCCN1C(=O)c2[nH]nc(-c3ccccc3O)c2C1c1cccc(Cl)c1 (stereo unspecified),-2,-4,0,1,9,-2,34,2
CCN(CC)CCNC(=O)c1cc2cc3ccc(OC)cc3nc2o1,0,-3,2,-4,-7,-264,-1,9
CCc1nnc(NC(=O)CSc2nnc(-c3cccnc3)n2CC)s1,-2,-2,9,0,-12,0,8,-2
COc1cccc(NC(=O)Nc2nccc(C)n2)c1,3,31,55*,1,58*,1,-3,-4
O=C(CCC(=O)N1CCN(c2ccccc2F)CC1)c1ccc(F)cc1,-1,-1,0,-3,3,12,4,-3
COc1ccc(C(CNC(=O)Cc2ccccc2Cl)N2CCCCC2)cc1 (stereo unspecified),1,1,-2,-4,15,10,0,4
Cc1cccc(OCc2nnc(SCC(=O)Nc3ncc(C)s3)o2)c1,0,-6,4,-9,-30,6,-14,2
Cc1cccc(C)c1-n1c(SCC(=O)NCc2ccco2)nc2ccccc2c1=O,0,1,5,-10,-3,21,7,2
O=c1cnnc(Nc2ccc(F)cc2)[nH]1,2,-2,-3,0,-10,5,-5,-8
COc1cccc(NC(=O)Nc2cc(C(=O)NC(C)C)ccc2N2CC3CC(C2)c2cccc(=O)n2C3)c1 (stereo unspecified),5,3,-3,-8,-11,6,-14,2
